LEDGF integ inh – blocks HIV-1 LEDGF/p75-dependent DNA integration | hit rate 0.64% among 370,000 | TR-FRET IN-LEDGF/p75 DNA integration, Eu/Cy5 | inhibition, % at 3.7 µM;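 active = inhibition above the screen-wide mean plus 3 SD, cut at about 13% in these data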;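 also: signal is the Cy5 over europium emission ratio at 671 and 618 nm; 0% = plate median of compound wells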
TDP2 absorb – TDP2 (human) inhibition, absorbance primary screen; O95551; recombinant TDP2, T5PNP hydrolysis, p-nitrophenol absorbance 415 nm; inhibition, % at 12.8 µM; hit rate 0.34% among 370,000;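 active = inhibition above the mean of all tested compounds plus 3 SD, set per campaign, cut at about 25% in these data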;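 also: 0% = DMSO with enzyme and 100% = buffer with substrate but no TDP2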
Target sequence (O95551 whole entry, looked up): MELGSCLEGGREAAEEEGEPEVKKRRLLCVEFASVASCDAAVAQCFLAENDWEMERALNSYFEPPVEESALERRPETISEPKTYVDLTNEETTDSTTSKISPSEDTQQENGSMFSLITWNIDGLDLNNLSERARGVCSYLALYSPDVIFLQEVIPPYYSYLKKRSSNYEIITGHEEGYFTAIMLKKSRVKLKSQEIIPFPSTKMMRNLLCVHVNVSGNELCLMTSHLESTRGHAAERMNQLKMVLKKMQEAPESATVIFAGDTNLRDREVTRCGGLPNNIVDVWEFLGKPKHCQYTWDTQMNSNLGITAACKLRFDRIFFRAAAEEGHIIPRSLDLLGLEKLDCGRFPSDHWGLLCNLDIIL
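Assay system: Recombinant human TDP2 | Quantity: 120 nM TDP2 per well | Incubation: 2 h at 37 °C | Signal: Epi absorbance | Evaluation: Percent inhibition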
ADAM10 inh – ADAM10 inhibition, QFRET primary screen; O14672; recombinant ADAM10, EDANS/DABCYL FRET peptide cleavage, 3 h; inhibition, % at 7 µM; hit rate 0.62% among 370,000;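 active = inhibition above a per-campaign cutoff equal to the mean of compounds falling between control-based bounds plus 3 SD, cut at about 20% in these data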;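 also: 0% = DMSO wells while the 100% control is not disclosed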
ADAM17 inh – ADAM17 inhibition, QFRET primary screen. P78536. recombinant ADAM17, EDANS/DABCYL FRET peptide cleavage. inhibition, % at 6.95 µM. hit rate 0.83% among 370,000. AID 720648;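 active = inhibition above the mean of compounds lying between control limits plus 3 SD, set per campaign, cut at about 8.5% in these data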;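 also: 0% = DMSO-only wells as the low control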
KLK7 zymogen act – proKLK7 (human) activation, primary screen; activation, % at 7 µM; hit rate 0.9% among 370,000; purified proKLK7, EDANS-DABCYL substrate fluorescence; 100% is mature enzyme control, 0% vehicle;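 active = activation above the mean of all tested compounds plus 3 SD, computed per campaign excluding outliers beyond control limits, cut at about 13% in these data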
PLCg1 inh – blocks human PLC-gamma1 enzyme activity; P19174; inhibition, % at 12.2 µM; AID 720700; hit rate 0.84% among 370,000; purified PLC-gamma1, fluorogenic substrate, fluorescence; in the data active = inhibition above about 9.5%
ASAP1 GAP inh – ASAP1 ArfGAP inhibition; ASAP1-stimulated ARF1 GTP hydrolysis, GDP FP detection; inhibition, % at 16.5 µM; hit rate 0.19% among 360,000; AID 624377; in the data active = inhibition above about 25%;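 also: 0% = vehicle with enzyme and substrate and 100% = no enzyme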
Target sequence (Q9ULH1 325-724 limits assumed): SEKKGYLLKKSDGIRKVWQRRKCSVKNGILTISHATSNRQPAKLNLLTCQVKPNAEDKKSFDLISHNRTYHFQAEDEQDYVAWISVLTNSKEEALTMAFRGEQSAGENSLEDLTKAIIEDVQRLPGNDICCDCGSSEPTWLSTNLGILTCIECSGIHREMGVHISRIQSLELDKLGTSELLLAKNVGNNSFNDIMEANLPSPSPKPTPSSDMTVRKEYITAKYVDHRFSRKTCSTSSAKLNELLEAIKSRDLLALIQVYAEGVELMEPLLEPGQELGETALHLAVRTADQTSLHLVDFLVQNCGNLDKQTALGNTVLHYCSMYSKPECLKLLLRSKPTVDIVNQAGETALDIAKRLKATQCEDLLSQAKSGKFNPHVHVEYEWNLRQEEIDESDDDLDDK
ARFGAP1 inh – rat ARFGAP1 inhibition; Q62848; inhibition, % at 16.5 µM; hit rate 0.26% among 360,000; Arfgap1-stimulated ARF1 GTP hydrolysis, GDP FP detection;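 active = inhibition above a per-plate limit, mean inhibition of low control wells plus 3 SD, cut at about 25% in these data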;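 also: 0% = DMSO wells with enzyme and 100% = wells lacking Arfgap1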
Target sequence (Q62848 1-136 limits assumed): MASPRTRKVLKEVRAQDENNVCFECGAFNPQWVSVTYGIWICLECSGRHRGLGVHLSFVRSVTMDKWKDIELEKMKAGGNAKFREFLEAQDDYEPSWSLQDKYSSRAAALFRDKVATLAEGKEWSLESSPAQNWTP
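Assay system: Rat Arfgap1 GAP domain (His6, aa 1-136), purified enzyme | Buffer or medium: HEPES 25 mM pH 7.5, NaCl 150 mM, MgCl2, DTT | Schedule: GTP hydrolysis reaction 2 h at 25 °C | Signal: FP of antibody-bound GDP Alexa 633 tracer, ex 620/em 688 nm | Measure: Percent inhibition of Arfgap1-stimulated GTP hydrolysis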
Tn6 DDE FP – inhibitors of Tn6 peptide binding to human fibrin DD(E). hit rate 0.21% among 370,000. inhibition, % at 8.3 µM. P02675. Fibrin DD(E) TRITC-Tn6 fluorescence polarization displacement. AID 720509;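 active = inhibition above a per-campaign cutoff: mean of compounds within control limits plus 3 SD, cut at about 15% in these data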;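 also: 0% = median of all compound wells on the plate and 100% = blocking peptide control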
DDE Tn7 FP inh – DD(E)-Tn7 binding inhibition, primary FP screen; P02675; FP displacement of FITC-Tn7 peptide from fibrin DD(E); 0% = median of compound wells per plate; inhibition, % at 8.3 µM; hit rate 0.13% among 370,000;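 active = inhibition above the mean of compounds falling within the control limits plus 3 SD of them, cut at about 14% in these data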;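 also: 0% = plate median of compound wells and 100% = 10 µM Aha-Tn7 peptide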
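Assay system: Fibrin-DD(E) protein isolated from polymerized human fibrin clots; read-out basis: percent inhibition; medium: Tris/NaCl/CaCl2 buffer, pH 7.8; signal: FP measurement; incubation: 10 min plus 3 h, room temperature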
* = called active by the depositor.

What do the screens show for `O=C(NC(CC(=O)N1CCCC(C(F)(F)F)C1)c1ccccc1)c1ccccc1Cl` (configuration not stated)?
LEDGF integ inh: -3; TDP2 absorb: -8; ADAM10 inh: 3; ADAM17 inh: 0; KLK7 zymogen act: 0.3; PLCg1 inh: 2; ASAP1 GAP inh: -1; ARFGAP1 inh: 9; Tn6 DDE FP: 2; DDE Tn7 FP inh: 4

What do the screens show for `CC(=O)Oc1c(C(=O)c2nnc(C)o2)c(=O)n(C)c2ccccc12`?
LEDGF integ inh: 0; TDP2 absorb: 3; ADAM10 inh: -2; ADAM17 inh: 3; KLK7 zymogen act: -24; PLCg1 inh: -3; ASAP1 GAP inh: -10; ARFGAP1 inh: -8; Tn6 DDE FP: -3; DDE Tn7 FP inh: 4

How did Cc1cc[n+](CC(=O)c2ccccc2)c2ccccc12 do in these assays?
LEDGF integ inh: 2; TDP2 absorb: 6; ADAM10 inh: -12; ADAM17 inh: -4; KLK7 zymogen act: 0.0; PLCg1 inh: -4; ASAP1 GAP inh: -13; ARFGAP1 inh: 5; Tn6 DDE FP: -2; DDE Tn7 FP inh: -1

What do the screens show for `Cc1cc(C)n(-c2ccc(C(=O)Nc3ccc(N4CCOCC4)cc3)cc2)n1`?
LEDGF integ inh: 0; TDP2 absorb: 2; ADAM10 inh: -6; ADAM17 inh: -5; KLK7 zymogen act: 0.5; PLCg1 inh: -2; ASAP1 GAP inh: 8; ARFGAP1 inh: -3; Tn6 DDE FP: -8; DDE Tn7 FP inh: -2

Results for COc1cc(NC(=O)c2ccccc2)c(OC)cc1NC(=O)CN1C(=O)NC2(CCCCC2C)C1=O (configuration not stated) ?
LEDGF integ inh: -4; TDP2 absorb: 9; ADAM10 inh: -6; ADAM17 inh: -4; KLK7 zymogen act: 1.4; PLCg1 inh: -2; ASAP1 GAP inh: 13; ARFGAP1 inh: 4; Tn6 DDE FP: -7; DDE Tn7 FP inh: 2

How did CSc1ccc(C(O)c2ncc(-c3ccccc3F)[nH]2)cc1 (configuration not stated) do in these assays?
LEDGF integ inh: 2; TDP2 absorb: -3; ADAM10 inh: 6; ADAM17 inh: 0; KLK7 zymogen act: 0.5; PLCg1 inh: 3; ASAP1 GAP inh: 2; ARFGAP1 inh: 4; Tn6 DDE FP: 2; DDE Tn7 FP inh: -2

What do the screens show for `COc1ccc(OCC(=O)OCC(=O)c2ccc(OC)c(F)c2)cc1`?
LEDGF integ inh: 2; TDP2 absorb: -7; ADAM10 inh: -4; ADAM17 inh: 3; KLK7 zymogen act: 0.1; PLCg1 inh: 0; ASAP1 GAP inh: 9; ARFGAP1 inh: 14; Tn6 DDE FP: 10; DDE Tn7 FP inh: -1

How did CCOC(=O)CSc1nc(=O)n2ccccc2n1 do in these assays?
LEDGF integ inh: -1; TDP2 absorb: 3; ADAM10 inh: -11; ADAM17 inh: -4; KLK7 zymogen act: -0.7; PLCg1 inh: 0; ASAP1 GAP inh: -3; ARFGAP1 inh: -7; Tn6 DDE FP: -8; DDE Tn7 FP inh: 0

How did Cc1ccc(OCC(=O)Oc2cccc(C)c2)cc1 do in these assays?
LEDGF integ inh: 5; TDP2 absorb: -10; ADAM10 inh: 2; ADAM17 inh: 1; KLK7 zymogen act: -0.8; PLCg1 inh: 4; ASAP1 GAP inh: 8; ARFGAP1 inh: 26*; Tn6 DDE FP: 5; DDE Tn7 FP inh: 1

How did CSc1cc(-c2ccccc2)n(C)c(=O)c1C#N do in these assays?
LEDGF integ inh: 6; TDP2 absorb: 6; ADAM10 inh: 5; ADAM17 inh: 2; KLK7 zymogen act: 0.3; PLCg1 inh: -1; ASAP1 GAP inh: 2; ARFGAP1 inh: 6; Tn6 DDE FP: -3; DDE Tn7 FP inh: 3

What do the screens show for `O=C(CSCc1c(Cl)cccc1Cl)NN1C(=O)c2ccccc2C1=O`?
LEDGF integ inh: 7; TDP2 absorb: 8; ADAM10 inh: 12; ADAM17 inh: -1; KLK7 zymogen act: 0.0; PLCg1 inh: 0; ASAP1 GAP inh: -6; ARFGAP1 inh: -2; Tn6 DDE FP: 1; DDE Tn7 FP inh: 5

Results for O=C(NN=Cc1ccc2c(c1)OCO2)c1ccc([N+](=O)[O-])cc1 ?
LEDGF integ inh: -5; TDP2 absorb: 9; ADAM10 inh: -2; ADAM17 inh: -3; KLK7 zymogen act: 0.1; PLCg1 inh: -1; ASAP1 GAP inh: -12; ARFGAP1 inh: -8; Tn6 DDE FP: -1; DDE Tn7 FP inh: -2

Results for Cc1cccc(Cc2nnc(CCC(=O)NCc3cn4ccccc4n3)o2)c1 ?
LEDGF integ inh: 3; TDP2 absorb: -4; ADAM10 inh: -24; ADAM17 inh: -8; KLK7 zymogen act: 0.5; PLCg1 inh: -3; ASAP1 GAP inh: 11; ARFGAP1 inh: 1; Tn6 DDE FP: -1; DDE Tn7 FP inh: -2

How did CC(C)NC(=O)CN(C(=O)CCC(=O)Nc1nccs1)c1ccc(C(C)C)cc1 do in these assays?
LEDGF integ inh: -2; TDP2 absorb: -9; ADAM10 inh: -7; ADAM17 inh: -5; KLK7 zymogen act: -0.6; PLCg1 inh: -1; ASAP1 GAP inh: -4; ARFGAP1 inh: 5; Tn6 DDE FP: -5; DDE Tn7 FP inh: 0

What do the screens show for `O=C(CNS(=O)(=O)c1c(Cl)cccc1Cl)OCC(=O)c1ccc[nH]1`?
LEDGF integ inh: -2; TDP2 absorb: 1; ADAM10 inh: 1; ADAM17 inh: -1; KLK7 zymogen act: -0.4; PLCg1 inh: -3; ASAP1 GAP inh: -4; ARFGAP1 inh: 16; Tn6 DDE FP: 7; DDE Tn7 FP inh: -5

What do the screens show for `Cc1c(C(=O)OC(C)C)[nH]c2c1C(=O)CC(C)(C)C2`?
LEDGF integ inh: 2; TDP2 absorb: -3; ADAM10 inh: 1; ADAM17 inh: -2; KLK7 zymogen act: 0.3; PLCg1 inh: 1; ASAP1 GAP inh: 7; ARFGAP1 inh: 7; Tn6 DDE FP: -7; DDE Tn7 FP inh: 7

How did O=C(Nc1ccc(F)cc1F)c1c(C(F)(F)F)ccnc1Oc1ccc(Cl)cc1 do in these assays?
LEDGF integ inh: 2; TDP2 absorb: 11; ADAM10 inh: 2; ADAM17 inh: -3; KLK7 zymogen act: 0.9; PLCg1 inh: 2; ASAP1 GAP inh: -11; ARFGAP1 inh: -4; Tn6 DDE FP: -3; DDE Tn7 FP inh: 0

What do the screens show for `O=C(c1ccco1)N1CCN=C1SCc1cccc(F)c1`?
LEDGF integ inh: 4; TDP2 absorb: -14; ADAM10 inh: 11; ADAM17 inh: -3; KLK7 zymogen act: 0.2; PLCg1 inh: 2; ASAP1 GAP inh: 5; ARFGAP1 inh: -10; Tn6 DDE FP: -2; DDE Tn7 FP inh: 0

What do the screens show for `Cc1ccc(NC(=O)CCNC(=O)c2ccc(Br)cc2)cc1S(=O)(=O)N1CCCCCC1`?
LEDGF integ inh: 1; TDP2 absorb: 0; ADAM10 inh: 9; ADAM17 inh: 3; KLK7 zymogen act: 0.8; PLCg1 inh: 4; ASAP1 GAP inh: 8; ARFGAP1 inh: 15; Tn6 DDE FP: -3; DDE Tn7 FP inh: 3

Results for O=C(CCC(=O)NC1CCCCC1)N/N=C/c1ccncc1 ?
LEDGF integ inh: 0; TDP2 absorb: 10; ADAM10 inh: 1; ADAM17 inh: -1; KLK7 zymogen act: 0.2; PLCg1 inh: 2; ASAP1 GAP inh: -14; ARFGAP1 inh: 6; Tn6 DDE FP: 2; DDE Tn7 FP inh: 7

How did O=C(O)c1cc(C(F)(F)F)nc2c(C(F)(F)F)cccc12 do in these assays?
LEDGF integ inh: 3; TDP2 absorb: -13; ADAM10 inh: 1; ADAM17 inh: -3; KLK7 zymogen act: -1.6; PLCg1 inh: 3; ASAP1 GAP inh: 15; ARFGAP1 inh: 7; Tn6 DDE FP: 5; DDE Tn7 FP inh: 2

Results for CCc1nnc(NS(=O)(=O)c2ccc(N3C(=O)C4CC=C(Cl)CC4C3=O)cc2)s1 (configuration not stated) ?
LEDGF integ inh: 3; TDP2 absorb: 9; ADAM10 inh: -4; ADAM17 inh: 0; KLK7 zymogen act: -0.6; PLCg1 inh: -10; ASAP1 GAP inh: -15; ARFGAP1 inh: 6; Tn6 DDE FP: 1; DDE Tn7 FP inh: -5

What do the screens show for `COc1ccc(CN2CCC(CO)(CCOc3ccccc3)CC2)c(OC)c1C`?
LEDGF integ inh: 4; TDP2 absorb: -9; ADAM10 inh: -9; ADAM17 inh: -3; KLK7 zymogen act: -0.4; PLCg1 inh: 2; ASAP1 GAP inh: 1; ARFGAP1 inh: 8; Tn6 DDE FP: 7; DDE Tn7 FP inh: -2

Results for CCOc1cc2[nH]c(=O)n(CCC(=O)NCCc3ccc(OC)c(OC)c3)c(=O)c2cc1OCC ?
LEDGF integ inh: 1; TDP2 absorb: 6; ADAM10 inh: -6; ADAM17 inh: -4; KLK7 zymogen act: 0.1; PLCg1 inh: 1; ASAP1 GAP inh: -16; ARFGAP1 inh: 13; Tn6 DDE FP: 1; DDE Tn7 FP inh: 1

What do the screens show for `O=C(Nc1ccc2c(c1)OCO2)C(c1ccccc1)N1CCC2(CC1)OCCO2` (configuration not stated)?
LEDGF integ inh: 4; TDP2 absorb: 10; ADAM10 inh: -2; ADAM17 inh: -3; KLK7 zymogen act: 0.3; PLCg1 inh: 1; ASAP1 GAP inh: -5; ARFGAP1 inh: -6; Tn6 DDE FP: -7; DDE Tn7 FP inh: -2

How did COc1cccc2c1Oc1cc([N+](=O)[O-])cc(N(C)C(C)=O)c1C=C2 do in these assays?
LEDGF integ inh: -2; TDP2 absorb: -3; ADAM10 inh: 4; ADAM17 inh: 2; KLK7 zymogen act: 0.0; PLCg1 inh: 2; ASAP1 GAP inh: -2; ARFGAP1 inh: 8; Tn6 DDE FP: 1; DDE Tn7 FP inh: -2

What do the screens show for `C=CCNC(=S)N/N=C(\C)c1ccc(-n2ccnc2)cc1`?
LEDGF integ inh: 4; TDP2 absorb: 9; ADAM10 inh: 2; ADAM17 inh: 2; KLK7 zymogen act: 0.2; PLCg1 inh: 1; ASAP1 GAP inh: -3; ARFGAP1 inh: -7; Tn6 DDE FP: 7; DDE Tn7 FP inh: 4

Results for CCCN1CCC(=O)N(CCSc2ccccc2)CC1 ?
LEDGF integ inh: -1; TDP2 absorb: 6; ADAM10 inh: -5; ADAM17 inh: -1; KLK7 zymogen act: 0.8; PLCg1 inh: 2; ASAP1 GAP inh: 3; ARFGAP1 inh: 7; Tn6 DDE FP: -1; DDE Tn7 FP inh: -2

Screening data (PubChem)
